From PubChem
E-sel inducer – E-selectin induction in HUVECs, primary screen, imaging, HUVEC, immunofluorescence imaging, single point; AID 686992, 2013; P16581; hit rate 0.37% among 260,000; normalized: neutral wells 0, TNF-alpha wells 100; activation, % at 7.58 µM;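 active = mean E-selectin-positive cell signal at least 10% of the positive control, reached in at least 60% of replicates, without over 20% cell loss; inconclusive = no rule given, readout overlaps actives, possibly toxicity-flagged; inactive = the rest, including those meeting only one limit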;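 also: in these data hits start at about 27%; measured in HUVEC primary endothelial cells; signal is the percent of cells scored E-selectin positive by PE staining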
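System: HUVEC / Compound: single concentration / Signal: immunofluorescence imaging / Read-out: percent E-selectin-positive cells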
DENV2 CPE rescue – inhibitors of DENV2 cytopathic effect, primary screen, cell-based, plate reader, single concentration | DENV2-infected cells, cytopathic effect rescue | CPE inhibition, % at 9.99 µM | hit rate 1.7% among 350,000 | AID 651640, 2012; in the data active = CPE inhibition above about 20%, passing the limit was not always enough; inconclusive = no clear call, values can overlap the other calls; tested in BHK-21 cells;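 also: 0% = median of neutral control wells and 100% = median of positive control wells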
CFTR F508del cor – F508del CFTR correction, initial screen, CFBE line, single point. CFBE cells, YFP halide quenching; stimulated with forskolin plus potentiator P3; % fluorescence drop versus neutral controls. activity (quench increase), % at 7.58 µM. hit rate 0.36% among 350,000;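 active = mean added fluorescence quench of at least 8% versus neutral control, with both replicates also reaching 8%; inconclusive = only one of the mean or replicate conditions met; inactive = mean below 8% and not both replicates reaching 8%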;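 also: cells transiently co-express mutant CFTR-F508del with the halide-sensitive YFP; corrector assay measuring rescue of mutant channel to the surface after 24 h compound exposure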
RAD54 inh – inhibitors of human RAD54 branch migration, primary screen, biochemical, fluorescence, single point; RAD54 Holliday junction branch migration, FAM/BHQ fluorescence; inhibition, % at 10.4 µM; hit rate 0.14% among 360,000;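 active = mean normalized replicate activity at least 40 and at least half of replicates scoring 40 or more; inconclusive = only one of the two criteria met; inactive = mean below 40 and under half of replicates reaching 40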;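 also: 0% = median of neutral control wells and 100% = median of positive control wells; inhibitors cause a drop in the FAM fluorescence signal; in these data hits start at about 50%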
RAD52 anneal inh – RAD52 DNA annealing inhibitors, primary screen, biochemical, FRET, single point, set 2; DNA repair protein RAD52 homolog (Homo sapiens), P43351; recombinant RAD52 DNA annealing, FRET fluorescence; inhibition, % at 18.7 µM; hit rate 0.46% among 360,000; AID 651710, 2012;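 active = every replicate showing at least 50% inhibition; inconclusive = mean inhibition at least 50% but not in every replicate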
Target sequence (P43351 whole entry, looked up): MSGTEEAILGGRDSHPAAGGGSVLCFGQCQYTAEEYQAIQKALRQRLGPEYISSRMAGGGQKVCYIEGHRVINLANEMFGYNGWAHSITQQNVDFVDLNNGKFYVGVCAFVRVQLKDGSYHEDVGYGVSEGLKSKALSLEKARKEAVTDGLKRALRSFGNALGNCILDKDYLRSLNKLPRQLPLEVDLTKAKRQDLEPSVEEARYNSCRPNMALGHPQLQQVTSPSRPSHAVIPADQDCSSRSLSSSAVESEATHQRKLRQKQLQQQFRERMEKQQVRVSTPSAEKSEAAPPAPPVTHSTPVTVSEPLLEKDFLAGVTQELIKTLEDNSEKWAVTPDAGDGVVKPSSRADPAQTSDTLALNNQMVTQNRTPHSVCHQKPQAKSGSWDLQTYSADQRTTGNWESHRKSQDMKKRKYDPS
XiGFP reactiv – activators of inactive X chromosome reactivation, primary screen, imaging, XiGFP fibroblasts, GFP high-content imaging, set 2 | XiGFP mouse fibroblasts, % GFP-positive cells imaging, 3 d; cells co-treated with 5-aza-dC sensitizer; scaled so ellipticine positive control = 100% | activation, % at 7.58 µM | hit rate 0.055% among 360,000 | AID 743238, 2013;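 active = mean normalized replicate activation at least 10% and every replicate at or above 10%; inconclusive = only one of the two criteria met; inactive = mean below 10% and not all replicates reach 10%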;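 also: 0% = median of on-plate neutral control wells and 100% = ellipticine 6 µM median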
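System: 68-5-11 XiGFP fibroblast line | Buffer or medium: DMEM containing 5-aza-dC | Compound: Single point | Times: Compounds 3 days, fix/stain 15 min at room temperature | Benchmarks: Positive control ellipticine, 6 µM final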
INS-1E GSIS act – GLuc luminescence reporter in INS-1E cells, primary screen for activators of glucose-dependent secretion of insulin; INS-1E GLuc reporter insulin secretion, 2-3 h; activation, % at 16.6 µM; hit rate 0.61% among 370,000; AID 743287, 2014;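 active = lowest replicate activation of at least 40%, so every replicate reaches that level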;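 also: 0% = median of neutral control wells and 100% = median of IBMX positive control wells; some compounds called inactive have numbers as strong as hits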
Casp6 inh – human caspase-6 inhibitors, primary screen, biochemical, VEID-R110 fluorescence, single point, set 2; AID 686996, 2013; hit rate 0.53% among 350,000; purified caspase-6, Z-VEID-R110 cleavage fluorescence; inhibition, % at 12.5 µM;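 active = mean inhibition across replicates at least about 35%, with every replicate also reaching that limit, limit read from the data; inconclusive = only one of the two criteria met; inactive = neither criterion met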;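 also: 0% = median of neutral control wells and 100% = no fluorescence left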
Target sequence (P55212 24-179 limits assumed): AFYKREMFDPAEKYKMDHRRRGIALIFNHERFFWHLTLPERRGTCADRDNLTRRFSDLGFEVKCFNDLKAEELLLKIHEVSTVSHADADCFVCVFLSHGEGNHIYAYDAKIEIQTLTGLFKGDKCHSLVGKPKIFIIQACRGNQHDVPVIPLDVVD
Target sequence (P55212 194-293 limits assumed): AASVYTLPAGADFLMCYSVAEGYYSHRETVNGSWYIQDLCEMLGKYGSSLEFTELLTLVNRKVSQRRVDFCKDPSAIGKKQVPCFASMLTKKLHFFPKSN
Numbers without * were called inactive; ? = inconclusive; · = not tested or not shown; & = joins results of further samples.

SMILES | E-sel inducer | DENV2 CPE rescue | CFTR F508del cor | RAD54 inh | RAD52 anneal inh | XiGFP reactiv | INS-1E GSIS act | Casp6 inh
COc1ccc(NC(=O)Nc2ccc3c(c2)C(=O)N([C@@H](C)CO)C[C@@H](C)[C@H](CN(C)S(=O)(=O)c2cccs2)OCCCC[C@@H](C)O3)cc1 | 0.6 | 6 | 1.2 | 0 | -5 | 0.4 | -1 | 2
CC(=O)Nc1ccc(S(=O)(=O)Nc2nnc(C3CCCCC3)s2)cc1 | · | · | · | -12 | 0 | · | 3 | 4
COc1ccc(/C=N/NC(=O)CCC(=O)Nc2ccccc2)cc1OC | · | 2 | -2.9 | · | -3 | 0.1 | 38 | 0
CCOC(=O)[C@@H]1[C@H]2COc3cc(OC)ccc3[C@H]2N2C(=O)N(c3cccc(C)c3)C(=O)[C@]12C | -0.1 | -10 | 0.0 | -3 | -18 | -0.1 | -14 | 3
CC(=O)c1cc(-c2ccc(F)cc2)n(CCC(=O)Nc2cccc(C)n2)c1C | 0.0 | 4 | 3.1 | · | -12 | 0.1 | -2 | 2
OC(COc1ccc(CNCCc2ccc(C(F)(F)F)cc2)cc1)CN1CCCCC1 (configuration not stated) | · | -2 | -1.8 | · | 18 | -0.1 | -6 | -34
O=C(C1CCN(c2nc3nonc3nc2N2CCCCC2)CC1)N1CCOCC1 | · | -1 | -1.8 | 0 | -17 | 0.2 | 6 | -3
COc1ccccc1S(=O)(=O)N[C@H]1C=C[C@@H](CC(=O)NCc2cccc(F)c2)O[C@@H]1CO | -0.1 | 17 | 1.0 | -5 | -10 | 0.0 | 11 | 2
CCN(CC)C(=O)C1=C(C)N(Cc2ccc(OC)cc2)C(=O)C(CC(=O)NC2CCCC2)C1 (configuration not stated) | · | -4 | -0.2 | 2 | -1 | -0.2 | 6 | -2
N#C[C@@H]1[C@@H](c2ccc(-c3ccccc3F)cc2)[C@H](CO)N1C(=O)C1CCOCC1 | 0.1 | -14 | 0.8 | -14 | -30 | -0.2 | 10 | 3
CCOC(=O)N1CCN(S(=O)(=O)N2CCCC(C(=O)NCCCN3CCC(C)CC3)C2)CC1 (configuration not stated) | · | -4 | -2.4 | -16 | -6 | 0.0 | 0 | -11
COc1ccc(-c2cc3ncc(-c4ccccc4)c(N)n3n2)cc1 | 0.3 | 18 | 1.3 | · | -3 | -0.9 | · | -1
COc1cc(OC)cc(C(=O)NCC(=O)Nc2ccc(-c3ccccc3)cc2)c1 | · | 1 | 0.5 | -14 | -21 | 0.3 | -3 | 0
CC(C)(C)OC(=O)NC(CNCc1ccccc1)Cc1ccccc1 (configuration not stated) | 0.1 | 3 | -0.8 | -5 | -18 | 0.3 | -28 | -1
CC(C)c1ccc(NC(=O)C2Cc3c(-c4ccc5c(c4)OCO5)ccnc3O2)cc1 (configuration not stated) | 3.4 | 8 | -0.5 | 7 | 7 | 0.0 | -3 | -2
O=C(CSc1nc(C(F)(F)F)cc(=O)[nH]1)NCC1CCCO1 (configuration not stated) | 0.0 | -5 | 2.2 | -16 | 1 | 1.3 | 12 | -1
O=C(COc1ccc2ccc(=O)oc2c1)NCCCn1ccnc1 | · | 7 | 1.2 | -3 | 5 | 0.0 | 25 | -9
COc1ccc(CNC(=O)COC(=O)c2cc3ccccc3o2)cc1 | -0.4 | -5 | -1.0 | -5 | -16 | -0.2 | -12 | 2
CC(C)NC(=O)N1[C@H](CO)[C@@H]2c3ccccc3N(C(=O)c3ccc(F)cc3)C[C@@H]21 | 0.3 | · | -2.1 | 0 | · | 0.0 | -2 | ·
C[C@H](CO)N1C[C@H](C)[C@@H](CN(C)C(=O)CN(C)C)Oc2cc(C#Cc3cccnc3)ccc2S1(=O)=O | 0.1 | -7 | -1.8 | 6 | 2 | -0.8 | 4 | 0
C[C@@H]1CN([C@H](C)CO)C(=O)c2cc(NS(=O)(=O)c3cccs3)ccc2O[C@H]1CN(C)S(=O)(=O)c1ccc(F)cc1 | 0.0 | 7 | 0.8 | -7 | -24 | 0.1 | 5 | -5
CN1CCN(C(=S)c2ccc(OCC(=O)Nc3cccc(C(F)(F)F)c3)cc2)CC1 | · | · | · | -7 | -19 | · | -81 | -4
CCCc1cc(=O)n2nc(N3CCC(C(=O)Nc4cccc(C(C)=O)c4)CC3)sc2n1 | · | 3 | -1.9 | 2 | -4 | 0.1 | 28 | 1
Cc1ccc(Cn2c(SCC(N)=O)nc3c2c(=O)n(C)c(=O)n3C)cc1 | · | -12 | -0.2 | -7 | -1 | · | 8 | 2
C[C@H](CO)N1C[C@H](C)[C@@H](CN(C)C(=O)Nc2cccc(Oc3ccccn3)c2)OCc2cnnn2CCCC1=O | 0.0&-0.2 | ? | -0.1&-0.4&-3.2 | 6&-4&2 | 0&3&-2 | 0.1&0.4 | 4&-2 | 0&0&1
O=C(Cc1ccccc1[N+](=O)[O-])Nc1ccc2c(c1)OCCO2 | · | 0 | · | · | 12 | 1.0 | -1 | 0
COc1ccc(OC)c(CNC(=O)C2CCCN(S(=O)(=O)N3CC(C)CC(C)C3)C2)c1 (configuration not stated) | · | 1 | -3.7 | 1 | -1 | 0.0 | -32 | 0
COc1ccc2[nH]c(=O)c(CN(CC3CCCO3)C(=S)Nc3cccc(C)c3)cc2c1 (configuration not stated) | · | · | -0.7 | · | -5 | 0.0 | 7 | 2
COc1ccc(OCC(O)CNC(=O)Nc2ccc(F)cc2)cc1 (configuration not stated) | · | 5 | 0.0 | · | -7 | 0.0 | 8 | 2
CC(C)NC(=O)NC(=O)CSc1nncs1 | 5.4 | 4 | 1.6 | · | -4 | 0.0 | 5 | 0
Cc1noc(C)c1NC(=O)Nc1ccc2c(c1)CC(=O)N([C@@H](C)CO)C[C@@H](C)[C@@H](CN(C)S(C)(=O)=O)O2 | -5.5 | -4 | -0.7 | 4 | · | 0.3 | 28 | ·
O=C(C[C@H]1C(=O)N(Cc2ccccc2)C[C@@H]1c1ccc(Br)cc1)Nc1ccc(Br)cc1 | 0.3 | -5 | 0.0 | · | -29 | 0.1 | -7 | 1
C[C@@H]1CN([C@H](C)CO)C(=O)c2cc(C3=CCCCC3)cnc2O[C@@H]1CN(C)CC1CCOCC1 | 0.1 | -5 | -1.5 | 5 | 5 | 0.8 | -1 | -3
CC(=O)C[C@H]1c2ccccc2S(=O)(=O)N1c1ccccc1 | -0.1 | 18 | 2.5 | -1 | -15 | 0.0 | 17 | -1
C[C@H](CO)N1C[C@H](C)[C@H](CN(C)C(=O)[C@H](Cc2ccccc2)N(C)C)OCc2ccccc2-c2ccccc2C1=O | 0.0 | -1 | 1.6 | -1 | -5 | 0.2 | 0 | -1
CCOc1cc(CNc2ncnc3nc[nH]c23)ccc1OC | -0.2 | 5 | 0.4 | -8 | 9 | 0.3 | · | 1
Cc1ccc(C(=O)N/N=C\c2ccc([N+](=O)[O-])o2)cn1 | -0.1 | 1 | · | 4 | -10 | 0.5 | -2 | 7
NC(=O)NCCCC(=O)NCC(c1ccccc1Cl)c1c[nH]c2ccccc12 (configuration not stated) | -0.1 | 16 | -2.6 | 13 | -5 | 0.1 | 20 | -2
O=C(C[C@H]1C=C[C@@H](NC(=O)c2ccccc2)[C@@H](CO)O1)NCCc1ccncc1 | -0.3 | 1 | -1.0 | -1 | 8 | -0.2 | 11 | 16
CC(C)(C)c1ccc(C(=O)COC(=O)CN2C(=O)NC3(CCCC3)C2=O)cc1 | -0.7 | -6 | -0.5 | -5 | -5 | 0.4 | -10 | -5
O=C(NCC(=O)N1CCN(C(c2ccccc2)c2ccccc2)CC1)c1ccccc1Br | · | 5 | 2.9 | -4 | -2 | 0.1 | · | 2
C[C@@H]1CN([C@H](C)CO)S(=O)(=O)c2ccc(C#CC3CC3)cc2O[C@@H]1CN(C)C(=O)c1ccccn1 | 1.1 | 5 | 1.6 | 10 | 0 | 0.1 | -9 | 0
O=C(C[C@@H]1C[C@H]2c3cc(NC(=O)Nc4ccc(C(F)(F)F)cc4)ccc3O[C@H]2[C@H](CO)O1)NCC1CC1 | 0.8 | 13 | 1.9 | -2 | 10 | 0.3 | -14 | 0
COc1ccc(/C=N/NC(=O)Cc2ccc(Cl)cc2)cc1OC | · | 10 | -1.7 | · | -15 | 0.2 | 19 | -3
COc1ccc(N2C(=O)N3[C@H](c4ccc(Cl)cc4)[C@@H]4C(=O)N(C5CCCCC5)C(=O)[C@@H]4[C@]3(C)C2=O)cc1 | · | 8 | -1.8 | -1 | -15 | 0.0 | -5 | 1
O=C(NNC(=O)c1ccccc1O)c1ccccc1O | 1.4 | 49* | 1.1 | · | -15 | 0.2 | -4 | 74*
COc1ccc(NC(=O)Nc2ccc3c(c2)CC(=O)N([C@H](C)CO)C[C@H](C)[C@@H](CN(C)C(=O)Nc2cccc4ccccc24)O3)cc1 | 0.0 | -1 | -3.1 | -1 | · | -0.1 | 1 | ·
CS(=O)(=O)Nc1ccc2c(c1)[C@H]1C[C@@H](CC(=O)NCc3cccc(F)c3)O[C@@H](CO)[C@H]1O2 | 0.7 | -1 | 2.8 | 0 | 0 | 0.2 | 1 | 2
Cc1ccc2c(c1)C1CN(C)CCC1N2S(=O)(=O)c1ccc(Oc2ccc([N+](=O)[O-])cc2)cc1 (configuration not stated) | · | -7 | 2.0 | 3 | 57* | -0.1 | · | -1
O=C(Nc1ccccn1)c1ccc(Br)s1 | · | -1 | -1.5 | -6 | -3 | 0.1 | 17 | -4
CN1OC[C@@H]2CN[C@H](c3ccc(-c4ccccc4)cc3)C[C@@H]21 | · | -9 | 7.6 | 3 | -8 | -0.1 | · | -3
CC(C)NC(=O)N1CC(=O)N2[C@@H](CO)[C@H](c3ccc(/C=C/c4ccccc4)cc3)[C@@H]2C1 | 1.4 | -4 | 0.4 | · | 4 | 0.1 | -4 | 2
N#C/C(=N\Nc1cccc(C(F)(F)F)c1)C(=O)c1ccsc1 | · | -15 | 0.6 | · | -8 | 0.1 | · | -3
CCC(=O)N1c2ccccc2NC2=C(C(=O)CC(C)(C)C2)C1c1cccnc1 (configuration not stated) | -0.6 | ? | 1.1 | · | 1 | 0.1 | 18 | -2
COc1ccc(S(=O)(=O)N(C)C[C@@H]2Oc3ccc(NC(=O)Nc4ccccc4)cc3C(=O)N([C@H](C)CO)C[C@@H]2C)cc1 | -0.2 | 3 | 0.3 | 0 | 0 | 0.0 | -17 | 0
CCOC(=O)C1CCN(C(=O)C2CCCN(c3ncnc4c3nc3n4CCCCC3)C2)CC1 (configuration not stated) | · | 3 | 1.0 | 11 | -3 | 0.0 | 10 | -3
